Vif inh = HIV Vif inhibition. HEK293T cells, Vif self-association by quenched fluorescence, imaging, 24 h. inhibition, % at 7.49 µM. 0.35% of 340,000 active. AID 602346; in the data active = inhibition above about 50%, passing the limit was not always enough; inconclusive = no clear call, values can overlap the other calls; inactive = below about 31%; also: some results filed as inactive read as strong as hits
CaV13 ICDI inh = Disruptors of the CACNA1D IQ motif to Ca2+-dependent inactivation inhibitor domain association, primary screening, Förster resonance energy transfer in intact living … | HEK cells, CFP/YFP FRET ICDI-IQ, plate reader, 10 min; percent FRET-ratio fall versus neutral wells | inhibition, % at 12.3 µM | 0.098% of 340,000 active | AID 743397;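 active = mean replicate inhibition of at least 30% and at least 1% of replicates passing that level; inconclusive = only one of the two criteria is met; inactive = neither criterion is met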;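 also: 0% = median of the neutral control wells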
PDI turbidity = blocks human protein disulfide isomerase activity; 0.052% of 350,000 active; PDI insulin aggregation turbidity, A650, 90 min; P07237; AID 588391; inhibition, % at 10 µM;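 active = mean inhibition across replicates of 30% or more, whatever share of single replicates reach that level; inconclusive = mean inhibition below 30% while every single replicate reaches 30%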;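 also: absorbance from insulin aggregation driven by PDI reduction with DTT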
Target sequence (P07237 whole entry, looked up): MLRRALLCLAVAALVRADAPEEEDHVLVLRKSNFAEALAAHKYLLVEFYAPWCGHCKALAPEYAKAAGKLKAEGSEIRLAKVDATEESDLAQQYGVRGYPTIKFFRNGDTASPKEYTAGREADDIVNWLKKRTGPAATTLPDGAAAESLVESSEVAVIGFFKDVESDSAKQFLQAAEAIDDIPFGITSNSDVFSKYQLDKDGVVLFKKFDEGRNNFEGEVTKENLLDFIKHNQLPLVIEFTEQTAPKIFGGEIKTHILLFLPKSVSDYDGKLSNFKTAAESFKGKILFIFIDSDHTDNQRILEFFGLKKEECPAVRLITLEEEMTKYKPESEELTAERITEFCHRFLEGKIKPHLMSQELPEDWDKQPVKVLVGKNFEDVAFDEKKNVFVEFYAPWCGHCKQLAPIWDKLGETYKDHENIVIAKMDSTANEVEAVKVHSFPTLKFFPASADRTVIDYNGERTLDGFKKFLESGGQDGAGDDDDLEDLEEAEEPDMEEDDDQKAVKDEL
NR2E3 ag-1 = activates human NR2E3 receptor. Q9Y5X4. AID 602229. inhibition of corepressor binding, % at 3.98 µM. 0.35% of 360,000 active. CHO-S Gal4-NCOR/VP16-NR2E3 two-hybrid, luciferase;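 active = inhibition above the mean of all tested compounds plus 3 SD, cut at about 70% in these data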;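 also: 0% = DMSO with NR2E3 transfected cells and 100% = cells lacking NR2E3 construct; higher means lower luciferase signal from less NR2E3 corepressor binding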
Target sequence (Q9Y5X4 whole entry, looked up, the tested form may be a part): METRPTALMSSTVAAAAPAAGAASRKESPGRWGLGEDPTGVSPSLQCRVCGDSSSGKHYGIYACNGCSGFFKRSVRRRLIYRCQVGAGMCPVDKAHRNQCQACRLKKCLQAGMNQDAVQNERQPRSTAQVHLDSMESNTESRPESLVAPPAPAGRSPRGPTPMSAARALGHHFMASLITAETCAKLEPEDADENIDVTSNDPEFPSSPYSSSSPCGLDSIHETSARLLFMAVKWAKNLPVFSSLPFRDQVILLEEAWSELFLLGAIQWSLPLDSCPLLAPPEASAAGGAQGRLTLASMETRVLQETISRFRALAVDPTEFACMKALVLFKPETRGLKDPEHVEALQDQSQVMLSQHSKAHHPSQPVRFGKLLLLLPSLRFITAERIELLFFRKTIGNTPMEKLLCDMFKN
aDG glyco act = alpha-DG glycosylation activation | 0.22% of 360,000 active | activation, % at 10 µM | AID 624168 | Pro5-aDG cells, alpha-DG glycosylation AlphaScreen (IIH6); 0% Pro5, 100% B10-LARGE cell signal;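 active = activation of at least 8% versus controls, or a plate z-score of at least 8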;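 also: Pro5 are CHO cells carrying HIG-tagged alpha-DG that lacks glycosylation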
Peg3 promoter = Peg3 promoter activity inhibition; HeLa PEG-Prom luciferase reporter, luminescence, overnight; inhibition, % at 20 µM; 1.7% of 360,000 active; AID 588405;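 active = inhibition of at least 50% at 20 µM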
TRPM1 prom inh = MITF TRPM1 promoter inhibition in SK-MEL-5 cells; SK-MEL-5 TRPM1 promoter luciferase, 24 h; inhibition, % at 12.5 µM; 0.83% of 330,000 active; AID 488899;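 active = mean inhibition across replicates of 60% or more, whatever share of single replicates reaches that level; inconclusive = some that reach 60%, reason not given; inactive = mean inhibition across replicates below 60%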; also: values of inactives mirror those of a sister screen read the other way
NR2E3 ag-2 = activates human photoreceptor nuclear receptor NR2E3; 0.12% of 320,000 active; AID 2300; inhibition of corepressor binding, % at 4.78 µM; Q9Y5X4; GST-NR2E3/biotin-RetCOR TR-FRET, 1536-well;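 active = percent inhibition above the cutoff of mean plus 3 SD of all tested compounds, set per screening campaign, cut at about 20% in these data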;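 also: 0% = DMSO wells and 100% = biotin wells as full block of FRET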
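Format: 1536-well format; test system: GST-NR2E3 and biotin-RetCOR proteins; read-out basis: percent inhibition of TR-FRET ratio; timing: 5 h incubation at 4 °C; detection: time-resolved FRET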
HIF-2a block = inhibitors of HIF-2a; 786-0 RCC cells HIF-2a reporter, luciferase luminescence, overnight; inhibition, % at 18.8 µM; 0.72% of 360,000 active; AID 624352;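 active = inhibition of the luminescence signal of 40% or more relative to plate controls, in a single-dose primary screen at 18.75 µM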
Exocytosis inh = lytic granule exocytosis inhibition; TALL-104 LAMP-1 surface exposure, flow cytometry; cells stimulated with thapsigargin and PMA; inhibition, % at 10 µM; 0.66% of 360,000 active; AID 651702;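 active = inhibition above about 55%, limit read from the data; inconclusive = no clear call, values can overlap the other calls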
hiPSC survival = hiPSC single-cell survival enhancement | ATPlite luminescence; 100% = ROCK inhibitor wells, 0% = DMSO | survival enhancement, % at 20 µM | 0.044% of 360,000 active; in the data active = survival enhancement above about 18%;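 also: cells exposed to compounds for 16 hours before the ATP read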
Starred values were filed as active, the others as inactive; ? = inconclusive; nt = not tested or not shown; & = joins results of further samples; ! = a repeat was not active.

SMILES | Vif inh | CaV13 ICDI inh | PDI turbidity | NR2E3 ag-1 | aDG glyco act | Peg3 promoter | TRPM1 prom inh | NR2E3 ag-2 | HIF-2a block | Exocytosis inh | hiPSC survival
Cc1cccc(C)c1NC(=O)C(c1ccccc1)N1CCOCC1 (configuration not stated) | 11 | -4 | -6 | -4 | 0.0 | -9 | 0 | -3 | -4 | -1 | -0.3
CCN=C1S/C(=C\c2ccc(-c3cccc(C(=O)O)c3)o2)C(=O)N1CC | 3 | nt | 12 | -140 | 0.2 | -288 | -67 | -1 | -184 | 2 | -1.6
CCc1ccc2[nH]c(=O)c(CN(CCN(CC)CC)C(=O)NC3CCCCC3)cc2c1 | -3 | nt | 1 | 1 | 1.1 | 0 | 4 | 1 | 8 | 1 | 0.1
Cc1cc(NC(=O)NN2CCOCC2)nn1-c1c(Cl)cccc1Cl | -4 | -5 | 3 | -24 | -0.1 | 4 | -1 | 4 | 20 | -6 | 2.6
CCCCC1(C)NC(=O)N(CC(=O)Nc2ccc(Cl)cc2C)C1=O (configuration not stated) | 1 | -6 | -2 | 4 | 0.4 | -44 | 3 | nt | -17 | 1 | -3.2
Cc1cc(Cl)ccc1NC(=O)CN1C(=O)NC2(CCCC2)C1=O | 35 | -4 | -1 | -7 | -0.1 | 6 | 5 | 1 | 11 | 12 | -0.6
O=C1Nc2ccccc2N=C(c2ccccc2)C1N1CCOCC1 (configuration not stated) | -16 | -4 | -1 | -10 | 0.1 | -6 | 10 | 0 | 3 | -2 | -1.2
O=C(Nc1ccc2c(c1)OCO2)C(c1ccccc1)N1CCCCC1 (configuration not stated) | 14 | -8 | -9 | -20 | -0.1 | -6 | -7 | 0 | -10 | 0 | -0.5
C=CCOc1ccc(C2C(C#N)=C(N)N(N(C)C)C3=C2C(=O)CCC3)cc1 (configuration not stated) | -2 | -20 | -4 | -17 | -0.3 | 6 | 1 | -1 | 5 | -10 | -0.7
O=S(=O)(c1ccc2c(c1)OCCO2)N1CCN(S(=O)(=O)c2c(F)cc(F)cc2F)CC1 | 6 | -6 | -4 | 3 | 0.3 | -4 | 2 | nt | 6 | -4 | -0.4
CC(c1ccccc1)N1CC(C(=O)N2CCN(c3ccccc3)CC2)CC1=O (configuration not stated) | 4 | -5 | 6 | -20 | 0.6 | 7 | 16 | 0 | 1 | -6 | 4.2
COc1ccccc1NC(=O)c1ccc(-c2ccccc2[N+](=O)[O-])o1 | 1 | 2 | -1 | -39 | 0.4 | -193 | -95 | 0 | -314 | 18 | -0.6
Cc1ccc2c(c1)N(CC(=O)NCCCN1CCCCC1)C(=O)CO2 | -3 | -2 | -4 | -23 | -0.2 | 21 | -3 | -4 | 15 | -17 | -0.6
Cc1ccc(NS(=O)(=O)c2c(C)[nH]c(C)c2C(=O)N2CCCC2)cc1Cl | -1 | -2 | -5 | 6 | 0.0 | 18 | 4 | -5 | 8 | 0 | -0.3
COc1cc(NC(=O)c2nccn2C)cc(C(=O)Nc2cccc(C(F)(F)F)c2)c1 | -10 | -4&-9 | 3&-6 | -29&-20 | -0.2&-0.5 | 53*! | 36 | 3 | -24&-1 | 0&9 | -0.9&1.8
CCCOC(=O)c1cc(=O)[nH]c2ccccc12 | nt | nt | -1 | 8 | 0.1 | -15 | -3 | 1 | 12 | -4 | 5.7
Cc1ccn(C(=O)c2cc3c(C)nn(-c4ccccc4)c3s2)n1 | 7 | nt | -2 | -3 | -0.1 | -14 | 11 | 1 | -36 | 1 | 0.8
COc1ccc(OC(=O)N(C)C[C@@H]2OCc3cn(nn3)CCCC(=O)N([C@H](C)CO)C[C@H]2C)cc1 | -28 | -6 | nt | -7 | 0.0 | 10 | nt | nt | 5 | -1 | -0.2
Cc1ccc(OCC(=O)Nc2ccc(S(=O)(=O)N(C)C3CCN(C)CC3)cc2)c(C)c1 | -1 | nt | -4 | -26 | 2.2 | 2 | -11 | 1 | 10 | 5 | -0.6
CCCn1c(SCC(=O)NCc2ccc3c(c2)OCO3)n[nH]c1=O | -5 | -6 | -8 | -6 | 0.3 | 0 | 0 | 2 | 2 | 2 | 2.1
CC1=C(C(=O)N2CCCCCC2)CC(CC(=O)NC2CCCC2)C(=O)N1Cc1ccc(C(C)(C)C)cc1 (configuration not stated) | nt | -12 | nt | 30 | -0.3 | nt | nt | nt | -20 | -11 | 0.9
O=[N+]([O-])c1cc(Cl)cc(C2=NCCN2)c1 | -1 | -5 | 1 | -4 | 0.2 | -9 | 22 | -3 | -3 | 2 | 0.7
O=C(N/N=C/C=C\c1ccccc1[N+](=O)[O-])c1cccs1 | -1 | -13 | ? | -41 | -0.2 | -43 | -27 | 3 | -85 | -10 | 0.6
O=C(CC1C[C@H](C(=O)N2CCOCC2)[C@@]2(CCC3CCCC3)c3[nH]c4ccccc4c3CCN2C1=O)NCC12CC3CC(CC(C3)C1)C2 (some centres not stated) | nt | -9 | 7 | -23 | 0.3 | 34 | 14 | nt | -29 | -1 | -0.8
COc1cc(C(=O)OCC(=O)Nc2cc(S(=O)(=O)N3CCOCC3)ccc2C)ccc1OCC(C)C | -6 | -6 | -2 | -4 | -0.1 | -8 | -7 | 2 | -6 | 1 | -0.5

Ordered by the number under CaV13 ICDI inh (highest first): some entries from above
SMILES | CaV13 ICDI inh
Cc1cccc(C)c1NC(=O)C(c1ccccc1)N1CCOCC1 (configuration not stated) | -4
Cc1cc(NC(=O)NN2CCOCC2)nn1-c1c(Cl)cccc1Cl | -5
O=S(=O)(c1ccc2c(c1)OCCO2)N1CCN(S(=O)(=O)c2c(F)cc(F)cc2F)CC1 | -6

More entries
SMILES | Vif inh | CaV13 ICDI inh | PDI turbidity | NR2E3 ag-1 | aDG glyco act | Peg3 promoter | TRPM1 prom inh | NR2E3 ag-2 | HIF-2a block | Exocytosis inh | hiPSC survival
Cc1ccc2cc(/C=N/NC(=O)CN3CCOCC3)c(Cl)nc2c1 | 5 | -5 | 20 | -16 | 0.3 | -58 | -9 | 2 | -50 | -2 | 2.4
COc1ccc(CNC(=O)CN(C(=O)c2snc(C(N)=O)c2N)c2cccc(F)c2)cc1 | 33 | -3 | -2 | -10 | -0.1 | 2 | 5 | 1 | 9 | 1 | 0.0
Cc1ccc(NC(=S)N2CCN(S(=O)(=O)c3ccc(C)cc3)CC2)cc1 | 10 | -6 | 0 | -31 | 0.4 | 19 | -1 | nt | 2 | -4 | -0.6
Cc1ccc(C)c(NC(=O)CN(C)C(=O)c2cccc(S(=O)(=O)N3CCCC3)c2)c1 | 53* | -5 | 9 | 14 | 0.0 | 2 | -20 | nt | 17 | 0 | -0.5
COc1ccc(CSc2nc(C)[nH]c2[N+](=O)[O-])cc1[N+](=O)[O-] | 7 | -5 | -8 | -12 | 0.0 | 6 | 10 | -2 | -7 | -2 | -0.6
COc1ccccc1C(=O)Nc1nnc(SCC(=O)NCc2ccco2)s1 | 5 | nt | 9 | -28 | 0.1 | -190 | -24 | -1 | -90 | -8 | 0.5
Cc1cc(C(=O)NNC(=O)c2sccc2C)c(C)o1 | -9 | -1 | 0 | -6 | 0.3 | -110 | -63 | 3 | -116 | -4 | -0.4
COC(=O)C1=C(C)N(c2ccccc2)/C(=C/c2cccs2)C1=O | -2 | -8 | -2 | -35 | 0.3 | 22 | 10 | -2 | -2 | 5 | -1.9
CCOC(=O)C(=O)NNc1ccccc1C | 0 | -3 | 22 | 7 | 0.0 | -6 | 3 | 1 | 13 | 0 | -0.8
O=C(NC(=S)Nc1cccc(O)c1)c1cncc(Br)c1 | -3 | -17 | 3 | -47 | -0.1 | -21 | -26 | 3 | -37 | -2 | -0.9
O=C(NCC(=O)N1CCN(c2ccccc2O)CC1)c1ccc2ccccc2c1 | 4 | -5 | -4 | 9 | -0.4 | 5 | 31 | -2 | -1 | -5 | -0.1
CC(C)CCN1C(=O)c2ccccc2C1C(=O)NCc1cccnc1 (configuration not stated) | 0 | -5 | 1 | -21 | 0.0 | 1 | 14 | -1 | 12 | 1 | 0.6
O=c1[nH]c(C2CCN(S(=O)(=O)c3ccccc3C(F)(F)F)CC2)nc2c1nnn2Cc1ccccc1 | -3 | -5 | 11 | -6 | 0.0 | 51* | 7 | 4 | 14 | 18 | 0.3
CC(OC(=O)C1=COCCO1)C(=O)NC1CCCCC1C (configuration not stated) | -5 | -3 | 6 | -22 | 0.0 | -27 | 0 | 4 | 8 | 1 | -0.3
O=S1(=O)N[C@@H](Cc2ccccc2)COc2cccc(N3CCC[C@@H]3CO)c21 | nt | -9 | nt | 4 | 0.2 | nt | nt | nt | 10 | -4 | -0.2
O=C1CC(c2ccccc2)c2cccc(F)c21 (configuration not stated) | -13 | -2 | 9 | -16 | -0.1 | 12 | nt | -3 | 5 | -6 | 0.4
O=C(O)c1cccnc1SC1CC(=O)N(Cc2ccccc2)C1=O (configuration not stated) | -2 | -6 | -6 | -15 | -0.2 | 12 | 8 | 1 | 6 | 0 | 11
Cn1c(=O)n(C)c2cc(NS(=O)(=O)c3ccccc3[N+](=O)[O-])ccc21 | 9 | nt | -4 | -8 | -0.5 | 2 | 0 | 1 | 4 | 2 | -0.1
CCc1nc(C)cn1S(=O)(=O)c1ccc2c(c1)OCCO2 | 13 | -6 | 10 | -15 | -0.1 | 12 | 7 | nt | 9 | -4 | -0.1
COc1ccc(-c2nc(CS(=O)(=O)CC(=O)NCCCc3ccccc3)c(C)o2)cc1 | ? | -7 | -3 | -29 | 0.1 | 5 | 3 | -5 | 4 | -1 | 1.0
OCCC1CN(Cc2cccn2-c2nccs2)CCN1CCc1ccccc1 (configuration not stated) | -6 | 1 | -3 | -23 | 0.0 | 2 | 0 | 3 | 16 | 1 | -0.3
COc1ccc(CNC(=O)c2cc(C)nc3ccccc23)cc1OC | -2 | -2 | 6 | -22 | -0.2 | -4 | 8 | 0 | 2 | -2 | -1.3
Cc1ccc(C(=O)CSc2nnc(-c3ccccc3N)n2C)cc1 | 34 | -2 | 2 | -19 | 0.1 | -80 | -8 | -1 | -70 | 0 | 1.6
COc1ccc(/C=N/N=C2\CC3CCC2(C)C3(C)C)cc1O (configuration not stated) | -6 | nt | 2 | 74* | 0.1 | 6 | 14 | -2 | 12 | -1 | 1.6
Oc1c(Br)cc(Br)cc1CNc1ccccn1 | -2 | -7 | 11 | -24 | 0.7 | 6 | 0 | 1 | 11 | 6 | -0.6
COC(=O)C1=C(C)N(c2ccc(OC)cc2)C(C)=C(C(=O)OC)C1c1ccccc1 | 3 | -10 | -11 | -15 | -0.1 | 23 | 16 | 3 | 22 | 11 | -0.1
Cc1cccc(-c2nnc(SCC(=O)Nc3nc4c(s3)CCCC4)n2C)c1 | -6 | -2 | 2 | -2 | 0.1 | -17 | 6 | 5 | -12 | 0 | 4.5
N/C(=N\OC(=O)c1cccs1)C1(c2ccc(Cl)cc2Cl)CC1 | -1 | -5 | -7 | -3 | 0.0 | -20 | 0 | -2 | -14 | -27 | 0.1

Compound activity from PubChem BioAssay.

Rows were taken by chance (roughly 3.5% active in at least one column).
